PAFAH1B2 inh: inhibitors of human PAFAH1B2 | recombinant PAFAH1B2, FP-rhodamine activity probe, fluorescence polarization | inhibition, % at 3.39 µM | hit rate 1.2% among 340,000 | AID 492953;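 active = inhibition above the mean of all tested compounds plus 3 SD, cut at about 24% in these data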;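 note: 0% = enzyme with DMSO and 100% = wells lacking PAFAH1B2; many of its hits are not listed in these tables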
PAFAH2 inh: PAFAH2 (human) inhibition; AID 492956; hit rate 0.99% among 340,000; inhibition, % at 3.39 µM; recombinant PAFAH2, FP-rhodamine activity probe, fluorescence polarization;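 active = inhibition above the mean over all tested compounds plus 3 SD, cut at about 30% in these data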;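 note: inhibitors block probe labeling of enzyme so polarization drops; 0% = enzyme with DMSO and 100% = wells lacking PAFAH2 protein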
GSTO1 counter: blocks human GSTO1 in RBBP9 counter-screen; hit rate 1.1% among 300,000; P78417; recombinant GSTO1, activity-based probe fluorescence polarization; inhibition, % at 5.96 µM;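 active = inhibition above the campaign mean inhibition plus 3 SD, cut at about 35% in these data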;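 note: 0% = GSTO1-1 with DMSO and 100% = wells lacking GSTO1-1 enzyme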
PME-1 inh: PME-1 (human) inhibition; inhibition, % at 5.9 µM; Q9Y570; recombinant PME-1, FP-Rh probe fluorescence polarization; hit rate 0.53% among 320,000; AID 2130;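 active = inhibition above the campaign mean of all compounds plus 3 SD, cut at about 26% in these data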;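 note: competitive labeling of PME-1 active site by serine hydrolase directed probe; 0% = PME-1 with DMSO and 100% = wells lacking PME-1 enzyme; inhibitors block probe labeling so polarization falls and inhibition rises; many of its hits are not listed in these tables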
Target sequence (Q9Y570 whole entry, looked up): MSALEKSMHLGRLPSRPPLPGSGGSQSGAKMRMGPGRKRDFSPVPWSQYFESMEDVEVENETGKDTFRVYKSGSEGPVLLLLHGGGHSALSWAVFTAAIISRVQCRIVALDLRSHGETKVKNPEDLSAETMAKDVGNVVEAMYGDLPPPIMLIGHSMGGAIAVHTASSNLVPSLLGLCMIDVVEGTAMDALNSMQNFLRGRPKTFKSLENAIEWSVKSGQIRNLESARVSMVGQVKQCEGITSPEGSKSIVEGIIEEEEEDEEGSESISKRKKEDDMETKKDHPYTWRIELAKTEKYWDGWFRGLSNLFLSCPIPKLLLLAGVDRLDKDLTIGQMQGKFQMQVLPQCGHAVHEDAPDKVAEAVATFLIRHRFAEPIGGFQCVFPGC
pPAFAH FP inh: pPAFAH (human) enzyme inhibition. recombinant pPAFAH, FP-rhodamine probe fluorescence polarization. inhibition, % at 3.39 µM. hit rate 1.5% among 330,000;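 active = inhibition above the mean inhibition across the screen plus 3 SD, cut at about 25% in these data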;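 note: inhibitors block binding of the rhodamine activity-based probe so polarization drops; 0% = enzyme with DMSO and 100% = wells lacking pPAFAH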
PAD4 inh: inhibitors of human PAD4; Q9UM07; inhibition, % at 6.36 µM; hit rate 0.41% among 330,000; AID 485272; recombinant PAD4, RCA probe fluorescence polarization;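 active = percent inhibition above a cutoff equal to the mean of all tested compounds plus 3 SD, cut at about 15% in these data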;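 note: 0% = PAD4 with RCA probe and DMSO and 100% = probe without PAD4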
LYPLA2 counter: LYPLA2 (human) inhibition in PME1 counter-screen; hit rate 0.38% among 320,000; recombinant LYPLA2, FP-Rh probe fluorescence polarization; inhibition, % at 5.9 µM; O95372; AID 2177;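 active = inhibition above the screen-wide mean plus 3 SD, limit set per campaign, cut at about 26% in these data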;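 note: 0% = LYPLA2 with DMSO and 100% = wells lacking LYPLA2 enzyme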
LYPLA1 inh: blocks human lysophospholipase 1, a PME1 counter-screen; recombinant LYPLA1, FP-Rh probe fluorescence polarization; inhibition, % at 5.9 µM; hit rate 0.16% among 320,000;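 active = inhibition above the mean of all tested compounds plus 3 SD, set per campaign, cut at about 14% in these data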;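 note: inhibitors block serine hydrolase probe labeling of LYPLA1 so polarization falls; 0% = enzyme with DMSO and 100% = wells lacking LYPLA1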
Target sequence (O75608 whole entry, looked up): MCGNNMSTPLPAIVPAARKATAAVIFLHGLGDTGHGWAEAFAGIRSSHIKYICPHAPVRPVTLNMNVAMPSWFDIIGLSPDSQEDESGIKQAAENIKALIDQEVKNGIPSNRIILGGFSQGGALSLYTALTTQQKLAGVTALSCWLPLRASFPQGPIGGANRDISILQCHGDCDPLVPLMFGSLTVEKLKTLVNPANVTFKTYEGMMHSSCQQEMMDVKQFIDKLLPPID
PAFAH1B3 inh: blocks human PAF acetylhydrolase 1B catalytic subunit 3. Q15102. recombinant PAFAH1B3, FP-rhodamine probe, fluorescence polarization. inhibition, % at 3.39 µM. hit rate 0.28% among 340,000. AID 492972;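 active = inhibition above the screen-wide average of all tested compounds plus 3 SD, cut at about 25% in these data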;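 note: 0% = enzyme with DMSO only and 100% = wells lacking PAFAH1B3 protein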
Target sequence (Q15102 whole entry, looked up): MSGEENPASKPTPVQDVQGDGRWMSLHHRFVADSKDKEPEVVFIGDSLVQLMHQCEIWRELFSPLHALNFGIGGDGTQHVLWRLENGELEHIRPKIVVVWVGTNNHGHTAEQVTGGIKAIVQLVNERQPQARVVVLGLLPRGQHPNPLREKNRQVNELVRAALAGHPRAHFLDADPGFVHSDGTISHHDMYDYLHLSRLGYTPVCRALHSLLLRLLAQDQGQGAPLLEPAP
An asterisk follows results filed as active; nt = not tested or not shown; & = joins results of further samples. A portion of the library; rates above refer to the full screens.

Every second line gives: PAFAH1B2 inh	PAFAH2 inh	GSTO1 counter	PME-1 inh	pPAFAH FP inh	PAD4 inh	LYPLA2 counter	LYPLA1 inh	PAFAH1B3 inh
1	CCOC(=O)C1=C(COC(=O)CCOc2ccc(OCC)cc2)NC(=O)NC1C (stereo not given)
    -3	-1	nt	4	18	2	2	1	-1
2	COC/C=C/C1=CC2=CC(=O)C(C)(OC(=O)c3cnc4ccccc4n3)C(=O)C2=CN1c1ccc(OC)cc1 (stereo not given)
    4	14	23	7	19	1	3	2	7
3	O=C(Cc1ccccn1)Nc1ccccc1
    -1	5	8	-2	-3	0	-1	-7	8
4	COC(=O)C1=C(C)N(Cc2ccccc2)C(=NCCc2ccccn2)N[C@H]1c1cccc(F)c1
    3	1	-4	-1	0	0	2	-2	7
5	COc1cc(/C=C2\C(=N)N3N=C(CC(=O)N4CCOCC4)SC3=NC2=O)cc(OC)c1OC
    5	5	2	13	-4	-2	0	-5	1
6	COc1ccc(OCCCC(=O)NCCc2ccc(OC)c(OC)c2)cc1
    -2	5	2	6	5	-4	6	5	14
7	COC(=O)CNC(=O)CN1C(=O)N(c2cccc(Cl)c2)C(N(O)C(=O)Nc2cccc(Cl)c2)C1(C)C (stereo not given)
    -2	2	-1	1	3	3	7	-1	4
8	CSc1ccc(/C=C/C(=O)OCC(=O)c2ccc[nH]2)cc1
    -5	6	nt	-3	-1	2	-10	-4	0
9	Cn1ccc(NC(=O)c2ccc(Cl)cc2)n1
    -4	5	nt	7	-3	6	8	6	0
10	CN(C(=O)c1cccs1)C1(C)CCS(=O)(=O)C1 (stereo not given)
    3	-2	3	4	6	-6	4	4	-6
11	Cc1ccc(C(=O)N/N=C2/NC(=O)CC(C(=O)Nc3ccccc3)S2)cc1 (stereo not given)
    -2	-8	0	10	0	-5	2	2	2
12	CCOC(=O)C1(C/C(C)=N/NC(N)=O)CC(C)OC1=O (stereo not given)
    3	0	3	6	-1	-1	-2	-2	2
13	CC(=O)c1ccc(NC(=O)CCc2c(C)nn(-c3ccc(N4CCOCC4)nn3)c2C)cc1
    -3	-2	2	2	0	1	-7	-4	1
14	Cc1cc(C)cc(NC(=O)C2CCCN(S(=O)(=O)c3cnc[nH]3)C2)c1 (stereo not given)
    -4	-6	5	1	1	7	4	4	7
15	Cc1nn(C)c(Sc2ccccn2)c1[N+](=O)[O-]
    nt	nt	-4	0	5	-2	3	1	nt
16	C[C@H](CO)N1C[C@H](C)[C@@H](CN(C)C)Oc2c(NS(=O)(=O)c3cccs3)cccc2C1=O
    5	12	nt	nt	-3	-3	nt	nt	9
17	CNC(=S)N/N=C1\CC(c2ccccc2)Oc2ccccc21 (stereo not given)
    2	0	7	5	2	-2	-1	-4	13
18	CC(C)(C)Nc1nc(N2CCCC2)nc(N2CCCC2)n1
    2	9	8	-1	10	3	15	4	5
19	COc1ccc(C(=O)NCC(O)CN2CCOCC2)cc1[N+](=O)[O-] (stereo not given)
    4	7	5	-3	5	-5	0	-3	5
20	COc1ccc(C(=O)N2CCN(c3ccc(C(C)=O)cc3)CC2)cc1S(=O)(=O)N1CCCC1
    9	3	nt	nt	-2	-2	nt	nt	7
21	COCCN(C(=O)CNC(=O)c1cccs1)C(C(=O)NC(C)(C)C)c1ccccc1 (stereo not given)
    -4	-1	0	4	1	-2	3	-2	1
22	CCn1c(CCCOc2ccc(Cl)cc2Cl)nnc1SCC(=O)Nc1cccc(F)c1
    1	-7	3	2	-3	0	-7	3	6
23	CCC1(CC)Nc2ccccc2C(=O)N1c1ccc(NC(C)=O)cc1
    -1	-5	10	-3	3	2	-4	-3	7
24	COc1cccc(/C=N/NC(=O)C[n+]2ccccc2)c1OC
    2	0	1	-1	2	-3	-2	-4	4
25	COc1ccccc1CCN1CCCC(CN(C)C(=O)CCC(=O)N(C)C)C1 (stereo not given)
    6	8	-3	-5	8	0	0	-3	9
26	O=C(c1ccccc1)N(CCO)Cc1cc2cc3c(cc2[nH]c1=O)OCCO3
    2	0	10	-3	0	-3	4	1	2
27	COc1cccc(N2CCN(C(=O)c3cccn4c(=O)c5c(C)c(C)sc5nc34)CC2)c1
    -1	-12	0	-6	-2	2	-7	-3	0
28	O=C(c1cccc(S(=O)(=O)N2CCc3ccccc3C2)c1)N1CCN(c2ccc(O)cc2)CC1
    1	-5	3	13	12	-3	8	-1	-1
29	Cc1nsc(N)c1C(=O)O
    1	-7	1	3	0	1	2	0	-1
30	CCC1(C)C2(C#N)C(N)=NC(OC)(OC)C12C#N (stereo not given)
    4	-7	8	-3	1	-2	1	-1	1
31	O=C(Nc1nc2c(F)cc(F)cc2s1)c1ccc([N+](=O)[O-])o1
    5	25	11	0	4	-1	-2	0	-2
32	Cc1cc(N2CCOCC2)nc2ccccc12
    2	4	-2	5	4	0	11	3	-2
33	NC(=O)c1nsc(C(=O)N(c2ccccc2F)C(C(=O)NCc2ccc(F)cc2)c2ccc(O)cc2)c1N (stereo not given)
    4	-7	-19	-31	0	0	-23	-11	5
34	N#Cc1ccc(NC(=O)CSc2cn[nH]n2)cc1
    6	4	8	-1	-3	-1	1	3	0
35	COC(=O)c1sc(S(=O)(=O)N2CCCCC2C)c(C(=O)OC)c1C (stereo not given)
    1	-2	nt	-2	6	-5	0	1	2
36	Cc1ccccc1Cn1nc(C)c(NC(=O)/C=C/c2cnn(C)c2)c1C
    5	-4	0	-4	2	-7	-1	-1	2
37	Fc1ccc(SCCc2ccncc2)cc1
    5&5	3&3	-2&6	-4&7	6&7	1&-1	7&6	-1&-3	3&-4
38	COC(=O)CSc1nc(NCC(C)C)nc(N2CCOCC2)n1
    7	-7	-3	-1	-2	-2	1	2	18
39	COc1ccc(-c2cn(CCC(=O)O)c(-c3ccc(Cl)nc3)n2)cc1
    4	-1	2	1	4	-3	-2	0	-3
40	O=C(N/N=C/c1coc2ccccc2c1=O)c1ccccc1Br
    0	6	14	-2	3	-3	6	-4	-2
41	O=c1ncn(-c2ccccc2C(F)(F)F)c2ncccc12
    3	3	0	-8	0	-1	-4	-1	4
42	CC(C)(C)C1CCc2onc(C(=O)N3CCOCC3)c2C1 (stereo not given)
    2	20	6	-3	0	5	-1	3	3
43	CCOC(=O)N1CCN(c2cc(NCCC(=O)O)c3c4c(onc24)-c2ccccc2C3=O)CC1
    -3	-8	60*	16	55*	7	-3	2	8
44	C=CCSc1nc2ccccc2n2cnnc12
    -1	-3	-6	1	5	1	-4	-1	0
45	O=C(C1CC1)N1CCN(c2ccc([N+](=O)[O-])cc2-n2cccc2)CC1
    5	0	1	5	7	-1	-1	2	4
46	CCOc1ccc2c(c1)C(C)=CC(C)(C)N2
    5	3	nt	2	5	-7	-3	4	1
47	CC1(C)Cc2c(c(-c3ccco3)nc3sc4c(NCCO)ncnc4c23)CO1
    5	0	1	-2	4	-1	-2	2	10
48	CCS(=O)(=O)c1ccc2oc(SCC(=O)Nc3ccc(OC)cc3OC)nc2c1
    9	2	-4	-1	5	-1	-1	5	10
49	CSc1ccccc1-c1nnc(-c2ccc(Cl)cc2)o1
    6	-8	-8	3	-4	2	6	-5	3
50	CC(=O)CC1(OC(C)=O)C(=O)N(C)c2ccccc21 (stereo not given)
    4	2	4	9	1	3	11	5	9
51	O=C1CC(N2CCN(C3CC(=O)N(CCc4ccccc4)C3=O)CC2)C(=O)N1CCc1ccccc1 (stereo not given)
    -6	-3	7	0	1	0	-1	4	-6
52	O=C(CCCN1C(=O)CSc2ncccc21)N1CCN(c2cccc(C(F)(F)F)c2)CC1
    8	0	2	-6	16	0	63*	5	4
53	CCOc1ccccc1N1CCN(C(=O)C(F)(F)F)CC1
    1	3	3	-4	4	-7	-2	2	7
54	Cc1[nH]n(-c2ccccc2)c(=O)c1/C=N/N1C(=O)c2cccc3cccc(c23)C1=O
    10	14	5	-3	2	-14	5	0	9
55	COC(C[C@@H]1O[C@@H]1[C@H](O)[C@@H](C)OCc1ccccc1)OC
    2	4	0	-6	-1	2	-1	-2	-2
56	CCN1CCN(C(=O)C2CCN(c3nnc(C)c4c(C)n(-c5ccc(C)cc5)nc34)CC2)CC1
    8	-2	-8	-3	-8	2	-3	-7	6
57	CCn1c(C(C)NC(=O)c2cccc(C)c2)nc2ccccc21 (stereo not given)
    2	7	-4	1	-2	-2	4	1	10
58	CC(C)c1ccc(-c2nnc(N)s2)cc1
    10	-7	-4	1	6	-4	5	-1	-2

Arranged by molecular weight (low to high): part of the list above.
Every second line gives: PAFAH1B2 inh	PAFAH2 inh	GSTO1 counter	PME-1 inh	pPAFAH FP inh	PAD4 inh	LYPLA2 counter	LYPLA1 inh	PAFAH1B3 inh
58	CC(C)c1ccc(-c2nnc(N)s2)cc1
    10	-7	-4	1	6	-4	5	-1	-2
32	Cc1cc(N2CCOCC2)nc2ccccc12
    2	4	-2	5	4	0	11	3	-2
37	Fc1ccc(SCCc2ccncc2)cc1
    5&5	3&3	-2&6	-4&7	6&7	1&-1	7&6	-1&-3	3&-4
44	C=CCSc1nc2ccccc2n2cnnc12
    -1	-3	-6	1	5	1	-4	-1	0
55	COC(C[C@@H]1O[C@@H]1[C@H](O)[C@@H](C)OCc1ccccc1)OC
    2	4	0	-6	-1	2	-1	-2	-2
53	CCOc1ccccc1N1CCN(C(=O)C(F)(F)F)CC1
    1	3	3	-4	4	-7	-2	2	7
57	CCn1c(C(C)NC(=O)c2cccc(C)c2)nc2ccccc21 (stereo not given)
    2	7	-4	1	-2	-2	4	1	10
31	O=C(Nc1nc2c(F)cc(F)cc2s1)c1ccc([N+](=O)[O-])o1
    5	25	11	0	4	-1	-2	0	-2
39	COc1ccc(-c2cn(CCC(=O)O)c(-c3ccc(Cl)nc3)n2)cc1
    4	-1	2	1	4	-3	-2	0	-3
40	O=C(N/N=C/c1coc2ccccc2c1=O)c1ccccc1Br
    0	6	14	-2	3	-3	6	-4	-2
54	Cc1[nH]n(-c2ccccc2)c(=O)c1/C=N/N1C(=O)c2cccc3cccc(c23)C1=O
    10	14	5	-3	2	-14	5	0	9
43	CCOC(=O)N1CCN(c2cc(NCCC(=O)O)c3c4c(onc24)-c2ccccc2C3=O)CC1
    -3	-8	60*	16	55*	7	-3	2	8
51	O=C1CC(N2CCN(C3CC(=O)N(CCc4ccccc4)C3=O)CC2)C(=O)N1CCc1ccccc1 (stereo not given)
    -6	-3	7	0	1	0	-1	4	-6
